# MgcRacGAP inhibition: MgcRacGAP GTPase-activating activity inhibitors, confirmation, biochemical, ADP Hunter fluorescence; hit rate 0.6% among 340,000; MgcRacGAP-stimulated Rac1 GTP hydrolysis, ADP Hunter fluorescence; higher % means a stronger effect; GST-tagged Rac1 F28L mutant substrate; inhibition, % at 30 µM; hits with a dose series show IC50 in µM;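 active = first-screen hits whose inhibition reached a set limit at any dose in the follow-up dose series; inconclusive = inhibition above the set first-screen limit but never retested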;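 also: fluorescence reports GDP produced by GAP-driven GTP hydrolysis; strong numbers were not always called active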
# NS5 inhibitors: flavivirus cap methylation enzyme inhibition – biochemical, confirmation dose response, primary screen (AID 588689); Dengue-2 NS5 methyltransferase capping enzyme assay, biochemical; higher % means a stronger effect; inhibition, % at 25 µM, or IC50 in µM where a hit was titrated; hit rate 0.3% among 340,000; in the data active = a potency from the dose series; inconclusive = inhibition above about 29% without an active follow-up result
# Siah-1 displacement: blockers of Siah-1 interaction with plectin peptide – biochemical, fluorescence polarization, rhodamine-plectin, uHTS, primary screen (AID 1817); Siah-1 / rhodamine-plectin peptide fluorescence polarization; higher % means a stronger effect; hit rate 0.02% among 290,000; displacement, % at 20 µM; hits with a dose series show IC50 in µM;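 active = displacement of at least 50% at 20 µM, with a fluorescence ratio check between 0.3 and a set limit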;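 also: plate controls were Siah plus tracer with DMSO for no effect and tracer alone without Siah for full effect; strong numbers were not always called active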
# UTI89 phage lysis: inhibition of K1F phage lysis, E. coli UTI89, bacterial capsule biogenesis inhibitors, alamar blue (AID 488966); E. coli UTI89 K1F phage lysis, alamar blue, 2 h; higher % means a stronger effect; inhibition, % at 100 µM, or IC50 in µM where a hit was titrated; hit rate 0.02% among 340,000;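 active = phage lysis inhibition, versus mean bacterial control, above a set limit; inconclusive = no clear call, values can overlap the other calls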;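 also: capsule biogenesis inhibitors block K1F phage lysis so surviving cells raise fluorescence; higher fluorescence means more inhibition of phage lysis; actives were called in the ten point dose series up to 300 µM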
# Large T inhibition: SV40 large T antigen inhibitors, biochemical (AID 1903); SV40 large T antigen ATPase/helicase inhibition assay; higher % means a stronger effect; hit rate 0.39% among 310,000; inhibition, % at 20 µM; hits with a dose series show IC50 in µM; in the data active = a potency from the dose series; inconclusive = inhibition mostly from about 32% at the one dose, without a potency; inactive = the rest, 99 in 100 with inhibition below about 32%; also: strong numbers were not always called active
# West Nile antiviral: West Nile virus antiviral activity, cell-based, CPE readout (AID 1621); West Nile virus-infected cells, CPE inhibition; higher % means a stronger effect; hit rate 0.02% among 290,000; CPE inhibition, % at 10 µM, or IC50 in µM where a hit was titrated; in the data active = a potency from the dose series; inconclusive = CPE inhibition mostly from about 3.7% at the one dose, without a potency; inactive = the rest, 99 in 100 with CPE inhibition below about 2.2%; also: strong numbers were not always called active
# NTR1 agonist: agonists of NTR1, primary screen, imaging, U2OS cells, beta-arrestin-GFP, high content (AID 493036); P30989; NTR1-U2OS beta-arrestin-GFP spot imaging, agonist mode; activation, % at 20 µM; hit rate 0.17% among 330,000;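 active = activation at or above 40% of the spot to cytoplasm intensity ratio, with at least 20 cells analyzed; inconclusive = wells under 20 cells, flagged as cytotoxic or low count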;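 also: 0% = DMSO without peptide and 100% = 100 nM NTR1 peptide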
# Target sequence (P30989 whole entry, looked up): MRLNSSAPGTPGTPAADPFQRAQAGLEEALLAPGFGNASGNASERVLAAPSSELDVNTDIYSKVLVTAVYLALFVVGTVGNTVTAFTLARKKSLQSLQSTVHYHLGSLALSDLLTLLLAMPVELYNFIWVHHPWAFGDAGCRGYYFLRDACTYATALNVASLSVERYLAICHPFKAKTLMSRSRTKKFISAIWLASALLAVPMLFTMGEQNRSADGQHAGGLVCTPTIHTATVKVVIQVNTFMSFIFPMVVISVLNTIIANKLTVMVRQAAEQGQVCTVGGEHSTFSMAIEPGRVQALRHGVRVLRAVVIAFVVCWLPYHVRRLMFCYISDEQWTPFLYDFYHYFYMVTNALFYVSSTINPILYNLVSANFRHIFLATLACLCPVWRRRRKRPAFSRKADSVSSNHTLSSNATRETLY
# RSV CPE inhibition: inhibition of RSV-induced cytopathic effect – HEp-2 cells, primary 10 µM value included (AID 2391) | HEp-2 cells, RSV-induced CPE inhibition; higher % means a stronger effect | one-dose CPE inhibition, % at 10 µM; IC50 in µM for titrated hits | hit rate 0.13% among 310,000; in the data active = a potency from the dose series; inconclusive = CPE inhibition mostly from about 23% at the one dose, without a potency; inactive = the rest, 99 in 100 with CPE inhibition below about 21%; also: strong numbers were not always called active
# AID2073: inhibitors of Mint1-CaV2.2 protein interaction, biochemical, HTRF (AID 2073); hit rate 0.19% among 290,000; HTRF protein-protein interaction, Mint1-CaV2.2; higher % means a stronger effect; one-dose inhibition, % at 20 µM; IC50 in µM for titrated hits; in the data active = inhibition mostly above about 51%, no sharp cut-off; inconclusive = no clear call, values can overlap the other calls; inactive = mostly below about 53%; also: some results filed as inactive read as strong as hits
# NTR1 agonist cell count 20 µM: second read-out of NTR1 agonist, no call of its own (marks repeat the call); cell count; measured here: cell count, cytotoxicity flag
# NS5 inhibitors pilot replicate: also measured in NS5 inhibitors; calls as there; inhibition, %; measured here: pilot screen replicate inhibition
# Starred values were filed as active, the others as inactive; i = inactive; ? = inconclusive; / = no result given; [ ] = remark or other dose.
SMILES,MgcRacGAP inhibition,NS5 inhibitors,Siah-1 displacement,UTI89 phage lysis,Large T inhibition,West Nile antiviral,NTR1 agonist,NTR1 agonist cell count 20 µM,RSV CPE inhibition,AID2073,others
COc1ccccc1N(CC(=O)NC1CC2CCC1C2)S(=O)(=O)c1ccc(C)cc1 (stereo not drawn),9%,-6%,-2%,1.0%,25%,-1.2%,2.6,68,14%,13%,
Cc1ccc(S(=O)(=O)NC(C(=O)Oc2cc3oc(=O)cc(C)c3cc2Cl)C(C)C)cc1 (stereo not drawn),11%,-10%,0%,-0.6%[50 µM],15%,0.0%,15,81,0.9%,20%,
CN(C(=O)COC(=O)c1cc(=O)[nH]c2ccccc12)C1CCCCC1,3%,-8%,/,2.3%[50 µM],/,/,1.8,50,2.1%,/,
CN(Cc1ccccc1)S(=O)(=O)c1ccc(NS(=O)(=O)Cc2ccccc2)cc1,11%,2%,-2%,1.8%,7%,2.1%,3.7,73,-0.9%,2%,
[N-]=[N+]=NCC/C=C\C1NS(=O)(=O)OCC1O (stereo not drawn),4%,1%,3%,0.6%,6%,0.7%,9.5,79,3.2%,-2%,
C=CCOc1ccc(C2C(C(=O)c3ccco3)=C(O)C(=O)N2Cc2cccnc2)cc1 (stereo not drawn),6%,-10%,-1%,0.0%,9%,-0.3%,-0.2,83,2.3%,11%,
CCCn1c(O)c2ccc(C(=O)N=NC(=O)c3cccnc3)cc2c1O,17%,6%,0%,0.6%,11%,0.1%,0.2,41,-0.9%,-3%,
CC(C(=O)Nc1cccc([N+](=O)[O-])c1)n1nnc2ccccc21 (stereo not drawn),9%,-3%,3%,0.2%,1%,-0.9%,0.4,95,0.0%,-6%,NS5 inhibitors pilot replicate=-10
COc1cccc(C(=O)O[C@H]2[C@H](C)NS(=O)(=O)[C@H]3C[C@@H]4C=C[C@]23O4)c1,5%,-2%,/,1.8%,/,/,3.7,50,0.4%,/,
CCCCCOc1ccc(C2NC(=O)NC2=O)cc1 (stereo not drawn),1%,-3%,2%,i,5%,0.2%,-1.9,65,3.1%,7%,
CC(C)(C)c1cccc(OCCCSc2ncccn2)c1,5%,-1%,6%,0.0%,7%,-1.2%,-1.5,55,1.9%,0%,NS5 inhibitors pilot replicate=-1.8
O=C(CCCOc1ccc(Cl)cc1Cl)NNC(=O)C1CCC1,-16%,-3%,-2%,0.1%,6%,-0.2%,-0.1,53,-1.5%,-1%,
Cc1ccc2nc(C(=O)O)c(C(=O)O)nc2c1,1%,4%,-2%,2.8%,1%,-0.2%,2.4,51,0.4%,15%,
O=C(Nc1ccc(Cl)c(Cl)c1)Nc1cc(C(=O)NC2CC2)ccc1Cl,/,/,25%,/,17%,-0.8%,6.7,50,7.4%,-10%,
Cc1nc(N2CCN(C)CC2)c2sc(=S)n(-c3ccccc3)c2n1,-1%,-2%,2%,4.7%,1%,-0.5%,3.6,32,-0.7%,2%,
Cc1ccc(NC(=O)C(=O)NCCOc2ccc(Cl)cc2)c(C)c1,8%,-8%,9%,2.2%,12%,-0.2%,-0.2,42,1.5%,-5%,
C=CCC(C#Cc1ccccc1)[N+](C)(C)CC=C (stereo not drawn),10%,-3%,9%,1.2%,2%,1.5%,0.7,65,1.6%,-1%,
CCOC(=O)C1(C)C=C(Nc2ccc(OC)cc2)C(=O)N1c1ccc(OC)cc1 (stereo not drawn),7%,-2%,-6%,0.3%,10%,-0.3%,1.2,51,0.8%,-4%,
O=C(c1ccc(F)cc1)C1CCN(C(=O)Nc2ccc(F)cc2)CC1,1%,-4%,1%,-0.3%,14%,-0.8%,-1.9,94,?,1%,
Cc1ccc(S(=O)(=O)/C(C#N)=C/c2c(Oc3ccc(Cl)cc3)nc3c(C)cccn3c2=O)cc1,/,/,9%,/,10%,-1.6%,15,70,14%,7%,
S=c1nc(-c2ccc(Br)cc2)oc2c1CCCC2,5%,-4%,2%,1.2%,20%,/,-3.7,86,2.3%,-4%,
CCN1CCN(Cc2ccc(NC(=O)Nc3cccs3)cc2)CC1,15%,-9%,4%,0.7%,29%,0.2%,1.6,46,-2.0%,-11%,
O=C(NCCN1CCOCC1)c1ccc(/C=C2\Sc3ccccc3N(Cc3ccccc3F)C2=O)cc1,-3%,1%,-4%,-0.1%,33%,2.0%,9.7,72,1.1%,2%,
COc1ccc(-n2nc3c(c2NC(=O)COc2ccccc2F)CS(=O)(=O)C3)cc1,5%,1%,5%,0.1%,21%,-0.5%,0.5,64,1.4%,0%,
CCOC(=O)C1=CN(Cc2cccc(-c3ccc(F)cc3)c2)S(=O)(=O)N(C)C1C (stereo not drawn),9%,-2%,/,0.0%,/,/,3.3,53,/,/,NS5 inhibitors pilot replicate=-4.2
COc1ccc(OC)c(NC(=O)NCCc2c[nH]c3ccccc23)c1,2%,-7%,4%,1.2%[50 µM],10%,-0.3%,-0.5,80,3.2%,-3%,
COc1ccc(C(=O)CSc2nnc(CNC(=O)c3ccccc3)n2C)cc1,7%,-4%,-5%,-0.3%[50 µM],-1%,-0.4%,0.4,94,1.7%,2%,
Cc1nnc(NC(=O)CSc2ccc3nnc(-c4ccccn4)n3n2)s1,-27%,10%,-1%,0.0%,-5%,0.0%,0.6,77,1.1%,16%,
CN(C(=O)COC(=O)/C=C/c1cccc([N+](=O)[O-])c1)C1CCS(=O)(=O)C1 (stereo not drawn),-6%,-9%,5%,-0.1%,9%,-0.1%,1.2,50,58%,6%,
CCOc1ccc(C(=O)Nc2ccc(-c3cc4ccccc4oc3=O)c(C)c2)cc1[N+](=O)[O-],6%,-8%,-6%,0.1%,5%,?,10,84,6.2%,8%,
O=C(CCN1CCN(c2ccccc2)CC1)N/N=C/c1ccccc1OC(F)F,-10%,-19%,4%,-1.2%,-14%,-1.0%,0.6,25,-1.3%,-1%,
Fc1ccccc1C(c1nnnn1Cc1ccc2c(c1)OCO2)N1CCN(Cc2ccccc2)CC1 (stereo not drawn),-6%,-7%,-9%,11%,2%,-1.6%,-1.0,44,-0.2%,2%,
Nc1nccc(-c2cc(-c3ccc(Cl)cc3Cl)no2)n1,5%,5%,1%,1.7%,7%,1.2%,-0.3,45,/,17%,
Cn1nnnc1SCC(=O)NC(=O)c1cccc([N+](=O)[O-])c1,7%,2%,-1%,0.1%,11%,0.9%,0.1,57,-0.8%,-8%,
CCOC(=O)c1sc(N)c(C(=O)Nc2ccccc2OC)c1C,8%,3%,6%,0.1%,26%,1.5%,0.7,37,-0.9%,15%,
CCOC(=O)N1CCN(S(=O)(=O)c2cc(OCC)ccc2OCC)CC1,7%,2%,1%,-0.2%,-10%,0.0%,0.4,71,2.0%,-8%,
CCOc1ccc(C(C(=O)NCC2CCCO2)N(C(=O)c2snc(C(N)=O)c2N)c2ccc(F)cc2)cc1 (stereo not drawn),7%,2%,-1%,0.1%,11%,-0.1%,44*,41*,2.6%,11%,
Cc1cc(NC(=O)c2ccc(Cl)c(S(=O)(=O)N3CCCCC3)c2)no1,5%,-5%,1%,0.6%[50 µM],13%,-0.8%,4.5,76,3.7%,4%,
Cc1ccc(N=C(N)N=C(N)N)c(C)c1,3%,-10%,7%,-0.2%,4%,0.2%,1.7,55,2.2%,-13%,
Cc1ccn2c(=O)nc(SCC(=O)OCc3ccccc3)nc2c1,6%,-3%,/,0.9%[50 µM],7%,/,-0.1,58,-1.0%,/,

# Two records drawn at random from those above:
SMILES,MgcRacGAP inhibition,NS5 inhibitors,Siah-1 displacement,UTI89 phage lysis,Large T inhibition,West Nile antiviral,NTR1 agonist,NTR1 agonist cell count 20 µM,RSV CPE inhibition,AID2073,others
Cc1ccn2c(=O)nc(SCC(=O)OCc3ccccc3)nc2c1,6%,-3%,/,0.9%[50 µM],7%,/,-0.1,58,-1.0%,/,
Nc1nccc(-c2cc(-c3ccc(Cl)cc3Cl)no2)n1,5%,5%,1%,1.7%,7%,1.2%,-0.3,45,/,17%,

# New compounds follow.
SMILES,MgcRacGAP inhibition,NS5 inhibitors,Siah-1 displacement,UTI89 phage lysis,Large T inhibition,West Nile antiviral,NTR1 agonist,NTR1 agonist cell count 20 µM,RSV CPE inhibition,AID2073,others
Cn1c(=O)c2c(nc(CN3CCN(CCO)CC3)n2Cc2cccc3ccccc23)n(C)c1=O,4%,-3%,2%,-0.2%,-3%,0.9%,0.9,82,1.3%,9%,
Cc1cccc(/C=C2/Sc3ccc(C(=O)NCCN4CCCC4)cc3NC2=O)c1,11%,-11%,1%,-1.1%,22%,-1.3%,14,61,-3.9%,9%,
COc1ccc(/C=N/Nc2cc(C)nc3c(C)cccc23)cc1,69µM*,-3%,-8%,0.7%,4%,-2.7%,27,86,-2.6%,10%,
O=C(OCc1ccc(Cl)cc1Cl)c1ccncc1,6%,-2%,3%,4.8%,5%,-0.4%,-0.4,46,-0.5%,2%,
COC(=O)c1ccc(C(=O)OC)c(NC(=S)N2CCN(c3cc(Cl)ccc3C)CC2)c1,0%,2%,10%,0.9%,6%,-1.2%,-0.1,62,1.9%,-3%,
CC(=O)CCSc1nnc(-c2cccc(S(=O)(=O)N3CCOCC3)c2)o1,-1%,-1%,/,0.7%[50 µM],21%,/,0.9,58,-1.9%,/,
O=C(O)c1cc(C(=O)O)cc(-c2ccc(/C=c3/sc4nc5ccccc5n4c3=O)o2)c1,/,/,20%,/,7%,-0.2%,/,/,/,67%*,
O=C(Nc1ccccc1N1CCOCC1)c1ccc2nc[nH]c2c1,10%,0%,-1%,0.0%,19%,-0.8%,/,/,/,-6%,
COc1ccc(NC(=O)CN(c2cc(C)cc(C)c2)S(=O)(=O)c2c(C)n[nH]c2C)cc1,6%,3%,3%,?,3%,-0.6%,-0.7,63,-1.1%,0%,
C#Cc1ccc([C@H]2C=C(C(=O)N3CCN(Cc4ccc5c(c4)OCO5)CC3)O[C@@H](OCC)[C@@H]2CCCO)cc1,9%,-6%,-2%,-0.5%,2%,0.5%,12,51,0.2%,-6%,
CSc1ccc(NC(=O)c2cccnc2)cc1C#N,5%,-1%,6%,5.7%,4%,-0.3%,-0.4,38,0.0%,0%,
CCCCc1ccc(S(=O)(=O)N/N=C(/C)c2ccncc2)cc1,7%,-7%,14%,0.0%,0%,-0.7%,0.2,66,8.4%,-14%,
CCc1ccc(Nc2nnc(SCC(=O)Nc3sccc3C(N)=O)s2)cc1,-7%,1%,-10%,-0.6%,13%,-1.1%,22,63,?,6%,
O=C(/C=C/c1cccc(F)c1)OCC(=O)c1ccc[nH]1,4%,-11%,/,0.7%[50 µM],/,/,2.9,54,/,/,
